# Source: PubChem BioAssay (National Center for Advancing Translational Sciences (NCATS))
# Nrf2 block – inhibitors of Nrf2 signaling; A549 ARE-Fluc reporter, luciferase luminescence, 18-24 h; Potency, µM (doses to about 46 µM), without a hit: top-dose activity change, negative = inhibition, actives largely listed as inhibitors; hit rate 2.1% among 360,000; also: potency is read from the fitted curve at half-maximal effect; % is scaled to controls: 0 for no effect and ±100 for the full control effect; nearly all actives have a fitted effect of over 60% in size
#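 Two sequential reads on A549 ARE_Fluc cells exposed to compound for 18-24 h: a CellTiter-Fluor fluorescence read for viability, then a luciferase luminescence read for Nrf2/ARE activity.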
# HepG2 tox – counter-screen for TGF-b inhibitors: cytotoxicity in HepG2 cells | Potency, µM (titrated, usually from 46.1 µM), without a hit: at the highest dose activity change, negative = cytotoxicity, hits mostly cytotoxic | hit rate 0.76% among 410,000 | HepG2 CAGA-GFP viability, ATP luminescence, 18 h | AID 588856; also: potency is read from the fitted curve at half-maximal effect; some results filed as inactive show a strong effect at the top dose
#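 CellTiter-Glo luminescence gave cytotoxicity after 18 hours at 37 degrees C. The cells were HepG2 CAGA-GFP in 1% FBS DMEM, stimulated with 500 pg/mL TGF-beta after compound addition. %Activity was normalised to no-cell wells (complete cell-killing) and DMSO (no toxicity), and curves were fitted and classified.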
# CCT modulator – modulators of cytosolic chaperonin (CCT/TRiC) activity; purified chaperonin ATPase assay, HTRF ADP detection, 30 min; activity change, % (concentration not given with the values), hits read low; hit rate 0.3% among 360,000; in the data active = activity change below about -30%; also: % is scaled to controls: 0 for no effect and ±100 for the full control effect
#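 We incubate TRiC, 40 or 20 nM final, with library compounds at 76 uM and 10 uM ATP for 30 min at 37 °C. ADP formed is detected with Transcreener HTRF reagents after 30 min at room temperature.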
# Abeta rescue – A-beta toxicity reversal in yeast; yeast expressing A-beta42, growth rescue, OD600, 48 h; response scale: 0% DMSO, 100% iron-clioquinol control; Potency, µM (series often up to 46.1 µM), for the others: top-dose growth rescue, actives largely listed as activators; hit rate 0.063% among 410,000; also: potency is read from the fitted curve at half-maximal effect; nearly all actives have a fitted effect of over 55% in size
#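 Yeast A-beta toxicity model in growth medium with pinned compounds, 48 h at 30 C; growth read as absorbance at 600 nm. Normalized to FeCl3/clioquinol equimolar mix (positive) and DMSO (negative).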
# Mm-Cpn inhibitor – inhibitors of Methanococcus maripaludis chaperonin (MmCpn) | purified Mm-Cpn ATPase, ADP Transcreener TR-FRET | Potency, µM (titrated, usually from 76.9 µM), for inactives: at the highest dose activity, negative = inhibition, actives largely listed as inhibitors | hit rate 0.031% among 330,000 | AID 504842; also: potency is read from the fitted curve at half-maximal effect; % is scaled to controls: 0 for no effect and ±100 for the full control effect; nearly all actives have a fitted effect of over 80% in size
#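 ATPase read-out: TR-FRET ADP immunoassay (anti-ADP Eu cryptate vs ADP-d2), ex 320 nm, em 590/665 nm; signal drops as ADP forms. Enzyme 25 nM, ATP 10 uM, 30 min at 37°C after 10 min compound preincubation.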
# TGFb SMAD3 inh – inhibitors of TGF-b signaling; HepG2 CAGA-GFP TGF-b/SMAD3 reporter, GFP fluorescence, 18 h; TGF-beta stimulated, 500 pg/mL final; Potency, µM (series often up to 46.1 µM), without a hit: at the highest dose activity, negative = inhibition, usual class: inhibitors; hit rate 1.2% among 410,000; AID 588855; also: potency is read from the fitted curve at half-maximal effect; % is scaled to controls: 0 for no effect and ±100 for the full control effect; nearly all actives have a fitted effect of over 65% in size
#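 HEPG2 CAGA-GFP, 1000 cells/well; 2 h settle, 37 C; cpd via pin tool; TGF-b 500 pg/mL final; 18 h, 37 C; GFP imaging ex488/em500-530; %Activity normalised to -TGF-b and +DMSO controls; CRC fit, curve class.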
# A549 viability – counter-screen for Nrf2 inhibitors: cytotoxicity in A549 cells | A549 ARE-Fluc cells, CellTiter-Fluor viability, 18-24 h | Potency, µM (series often up to 46 µM), inactives show at the highest dose activity change, negative = cytotoxicity, actives largely listed as inhibitors | hit rate 0.16% among 390,000; also: potency is read from the fitted curve at half-maximal effect; % is scaled to controls: 0 for no effect and ±100 for the full control effect
#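 Cytotoxicity counterscreen: CellTiter-Fluor fluorescence was measured in A549 ARE_Fluc cells after 18-24 h of compound exposure in a concentration series. The subsequent BugLite luminescent read reports ARE-luciferase activity.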
# pAkt inh – Akt phosphorylation inhibition. Neuro2A IGF-stimulated pAkt S473 HTRF, 20 min; stronger effect = lower value. activity change, % for hits at 50 µM. hit rate 0.32% among 360,000. AID 651550; in the data active = activity change below about -80%; inconclusive = mostly about -51% to -80%; also: % is scaled to controls: 0 for no effect and ±100 for the full control effect
#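 Neuro2A cells (4,500/well, DMEM with 0.5% FBS) were treated with compound at a single 50 µM final concentration, stimulated with 6 nM IGF for 20 min at 37 °C, and lysed. Phospho-Akt Ser473 was read by HTRF as 665/615 ratio ×10^4.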
# Nrf2 ARE act – Nrf2 pathway activation. Potency, µM (highest dose often 46.1 µM), for inactives: at the top dose activation, hits mostly activators. hit rate 0.31% among 410,000. AREc32 ARE-luciferase reporter (MCF7-derived line), luminescence, 24 h; also: potency is read from the fitted curve at half-maximal effect; % of control where 0% means no effect; nearly all actives have a fitted effect of over 65% in size
#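 ARE activation measured as luciferase luminescence (Steady-Glo, 30 min RT) in AREc32_Fluc cells after 24 hr compound exposure at 37 deg C, 5% CO2; cells seeded overnight at 1000/well in OPTI-MEM, 5% FBS.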
# * = called active by the depositor; i = inactive; ? = inconclusive; · = not tested or not shown. Unless noted, calls follow the shape of the dose curve; as a rule, active = well fitted curve in the direction sought with a large enough effect; inconclusive = small, poorly fitted or top-dose-only effect, or another doubt; inactive = no such curve, though single readings can be large; an effect the other way counts as inactive or inconclusive.
1	CCC(CC)C(=O)OCC(=O)NC12CC3CC(CC(C3)C1)C2
2	Cc1cn(CC(=O)NCc2ccccn2)c(=O)[nH]c1=O
3	CC1=CC(C)(C)N2C(=O)C3(C(C#N)=C(N)OC4=C3C(=O)CCC4)c3c(C)c(C)cc1c32 (centres undefined)
4	CCOc1ccccc1NC(=O)C1CCN(S(=O)(=O)c2c(C)noc2/C=C/c2ccco2)CC1
5	CCC(Sc1nc2n[nH]c(C)c2c(=N)n1-c1cccc(Cl)c1C)C(=O)N(CC)CC (centres undefined)
6	CC(C)CCn1c(COc2ccccc2)n[nH]c1=S
7	COc1ccc(C(=O)N/N=C(\C)c2cccc(NC(=O)c3ccc(F)cc3)c2)c(OC)c1
8	COc1ccc(S(=O)(=O)N2CCOCC2)cc1NC(=O)COC(=O)c1[nH]c(C)c(C(C)=O)c1C
compound no.	1	2	3	4	5	6	7	8
Nrf2 block	?	-2%	14%	1%	·	-2%	0%	?
HepG2 tox	-8%	4%	-33%	-14%	4%	7%	12%	-28%
CCT modulator	0.2	2.0	-1.2	·	-0.9	-0.3	0.1	0.1
Abeta rescue	6%	8%	9%	-24%	-16%	-4%	3%	-13%
Mm-Cpn inhibitor	-1%	·	0%	·	3%	-1%	2%	-5%
TGFb SMAD3 inh	-4%	1%	18%	?	28%	13%	12%	0%
A549 viability	-9%	-3%	-19%	8%	0%	-2%	-13%	4%
pAkt inh	i	i	i	·	·	i	i	i
Nrf2 ARE act	-0.1%	-0.1%	-0.4%	4.1%	-1.1%	0.1%	6.0%	3.1%

9	Cc1ccc(NC(=O)CCCn2nc(C)c3c(C)n(-c4ccccc4)nc3c2=O)cc1C
10	Cc1occc1C(=O)N/N=C/C=C/c1ccccc1[N+](=O)[O-]
11	Nc1ccc(Oc2ncccn2)cc1
12	COc1ccccc1CNC(=S)NC1CCCCC1
13	COc1ccc(Cl)cc1NC(=O)C[n+]1ccccc1
14	COc1ccc2cc(/C(C)=N/NC(=O)c3cc(-c4cccnc4)nc4ccccc34)ccc2c1
15	Cc1cccc(N2CCN(C(=O)c3cnc(N4CCCC4)nc3C)CC2)c1C
16	Cc1ccc(S(=O)(=O)N2CCOCC2)cc1N/N=C(\C#N)c1nc2ccccc2[nH]1
compound no.	9	10	11	12	13	14	15	16
Nrf2 block	14%	?	-16%	15µM*	-21%	-1%	·	2%
HepG2 tox	1%	-10%	-79%	-7%	-14%	-9%	-17%	-26%
CCT modulator	-1.2	-4.4	0.5	-0.4	-10	0.6	·	1.0
Abeta rescue	8%	-25%	-23%	-2%	-4%	-7%	3%	-11%
Mm-Cpn inhibitor	0%	-1%	-2%	0%	1%	-1%	·	2%
TGFb SMAD3 inh	0%	-12%	?	5%	-5%	0%	-29%	-10%
A549 viability	2%	5%	-1%	?	0%	7%	-6%	1%
pAkt inh	i	i	i	i	i	i	·	i
Nrf2 ARE act	0.2%	3.7%	?	3.0%	0.3%	-0.8%	5.1%	3.6%

# Of the compounds above, these contain an aryl methoxy group.
7	COc1ccc(C(=O)N/N=C(\C)c2cccc(NC(=O)c3ccc(F)cc3)c2)c(OC)c1
8	COc1ccc(S(=O)(=O)N2CCOCC2)cc1NC(=O)COC(=O)c1[nH]c(C)c(C(C)=O)c1C
12	COc1ccccc1CNC(=S)NC1CCCCC1
13	COc1ccc(Cl)cc1NC(=O)C[n+]1ccccc1
14	COc1ccc2cc(/C(C)=N/NC(=O)c3cc(-c4cccnc4)nc4ccccc34)ccc2c1
compound no.	7	8	12	13	14
Nrf2 block	0%	?	15µM*	-21%	-1%
HepG2 tox	12%	-28%	-7%	-14%	-9%
CCT modulator	0.1	0.1	-0.4	-10	0.6
Abeta rescue	3%	-13%	-2%	-4%	-7%
Mm-Cpn inhibitor	2%	-5%	0%	1%	-1%
TGFb SMAD3 inh	12%	0%	5%	-5%	0%
A549 viability	-13%	4%	?	0%	7%
pAkt inh	i	i	i	i	i
Nrf2 ARE act	6.0%	3.1%	3.0%	0.3%	-0.8%

# Following part
17	CCOC(=O)C1(Cc2ccccc2C(F)(F)F)CCN(C(=O)c2cc(C)n(C)n2)CC1
18	CC1CCCCN1C(=O)CSc1nc(-c2ccccc2)cn1N (centres undefined)
19	CCOC(=O)C1=CNS(=O)(=O)NC1c1ccc(C)cc1 (centres undefined)
20	O=S(=O)(c1ccc(F)cc1)N1CCC(n2c(C(F)(F)F)nc3cccnc32)CC1
21	CCOC(=O)c1ccc(NC(=O)c2cc3sccc3n2Cc2ccc(Cl)cc2)cc1
22	O=CN1CCN(C(C(=O)NC2CCCC2)c2ccc(Cl)cc2)CC1 (centres undefined)
23	CC1=NN(c2ccccc2)C(=O)/C1=C\c1cc(C)n(-c2ccccc2)c1C
24	CS(=O)(=O)N(CC(O)Cn1c2ccccc2c2ccccc21)c1ccccc1 (centres undefined)
compound no.	17	18	19	20	21	22	23	24
Nrf2 block	?	27%	12%	21µM*	?	13%	?	-19%
HepG2 tox	-4%	13%	3%	-31%	-28%	-12%	-4%	-1%
CCT modulator	-2.1	-10	-1.9	·	·	-2.3	-0.6	-1.3
Abeta rescue	-25%	10%	0%	4%	-5%	10%	2%	24%
Mm-Cpn inhibitor	1%	-7%	-4%	·	·	-2%	1%	-23%
TGFb SMAD3 inh	-18%	11%	-7%	3%	-35%	-2%	12%	?
A549 viability	8%	3%	1%	-1%	-2%	2%	3%	-6%
pAkt inh	i	i	i	·	·	i	i	·
Nrf2 ARE act	3.5%	0.6%	-0.8%	3.2%	-1.4%	-0.9%	-0.8%	2.5%

25	Cc1cccc2c1N(CCOc1ccccc1Cl)C(=O)C2=O
26	COc1ccc(OCC(O)CON2C(=O)c3ccccc3C2=O)cc1 (centres undefined)
27	COc1cc(-c2nnn(Cc3ccccc3C)n2)cc(OC)c1OC
28	Cc1cc(C)c2cc3c(N)c(C(=O)N4CCOCC4)sc3nc2c1
29	Cc1nnc(SCC(=O)Nc2cc(S(=O)(=O)N3CCOCC3)ccc2C)s1
30	COC(=O)c1cc2n(n1)CCN(Cc1ccc(OC)cc1)C2=O
31	CCOC(=O)c1sc(NC(=O)c2ccccc2OC)nc1C
32	C=CCOC(=O)C1=C(C)NC(C)=C(C(=O)OCC=C)C1c1ccco1
compound no.	25	26	27	28	29	30	31	32
Nrf2 block	5%	?	9%	?	3%	·	?	?
HepG2 tox	0%	-1%	-17%	4%	12%	-30%	-39%	0%
CCT modulator	0.4	-2.1	-2.6	-2.7	0.5	-3.0	-3.5	3.2
Abeta rescue	-3%	29%	-9%	-11%	-4%	7%	-11%	5%
Mm-Cpn inhibitor	-1%	0%	1%	-1%	0%	0%	2%	-2%
TGFb SMAD3 inh	0%	0%	1%	?	9%	?	4%	-15%
A549 viability	1%	-5%	3%	-4%	2%	2%	0%	0%
pAkt inh	i	i	i	i	i	i	i	i
Nrf2 ARE act	5.0%	-0.9%	11%	8.3%	0.2%	-0.8%	-4.2%	3.5%

# In the list so far, 2 have a thiophene ring, fused or not:
21	CCOC(=O)c1ccc(NC(=O)c2cc3sccc3n2Cc2ccc(Cl)cc2)cc1
28	Cc1cc(C)c2cc3c(N)c(C(=O)N4CCOCC4)sc3nc2c1
compound no.	21	28
Nrf2 block	?	?
HepG2 tox	-28%	4%
CCT modulator	·	-2.7
Abeta rescue	-5%	-11%
Mm-Cpn inhibitor	·	-1%
TGFb SMAD3 inh	-35%	?
A549 viability	-2%	-4%
pAkt inh	·	i
Nrf2 ARE act	-1.4%	8.3%

# Going on with the list.
33	C/C(=N\N=C1\NC(=O)C(Cc2ccccc2)S1)c1ccccc1 (centres undefined)
34	Cc1ccc(NC(=O)COCc2cc(-c3cccs3)on2)cc1Cl
35	COc1ccc(C)cc1NC(=O)CSc1nnc(COc2ccccc2)n1Cc1ccco1
36	CCCCc1c(-c2ccccc2F)ncn1CCc1ccccc1OC
37	C=CCn1c(SCC(=O)c2cccs2)nc2sc(C)c(C)c2c1=O
38	N=C1C(c2nc3ccccc3c(=O)[nH]2)=C(O)CN1CCc1ccccc1
39	COc1cccc(CNC(=O)c2ccc(C)c(S(=O)(=O)N3CCOCC3)c2)c1
40	CCN(CC(=O)NCc1cccs1)S(=O)(=O)c1ccc(F)c(F)c1F
41	COC(=O)C1=C(N)Oc2c(oc(CO)cc2=O)C1c1ccccc1F (centres undefined)
42	c1cc2c(c(NCc3ccncc3)c1)CCCC2
43	COc1ccc(S(=O)(=O)NCc2ccccn2)cc1NC(=O)c1ccc(Cl)cc1
compound no.	33	34	35	36	37	38	39	40	41	42	43
Nrf2 block	-13%	?	?	·	?	?	6%	-15%	9%	?	-13%
HepG2 tox	-13%	-22%	-36%	·	-29%	-14%	4%	-3%	-1%	-11%	1%
CCT modulator	2.7	·	-2.0	1.0	-1.9	-1.8	-0.5	-1.4	1.0	1.3	-1.2
Abeta rescue	?	-2%	-17%	16%	3%	-3%	24%	29%	0%	8%	1%
Mm-Cpn inhibitor	-1%	·	2%	·	-2%	0%	0%	-1%	-1%	0%	3%
TGFb SMAD3 inh	?	-15%	-11%	·	-1%	-12%	-6%	10%	-19%	-19%	-10%
A549 viability	-4%	15%	-11%	·	-9%	-2%	-1%	-11%	8%	2%	-21%
pAkt inh	i	·	-98%*	i	i	i	i	i	i	i	i
Nrf2 ARE act	7.7%	7.1µM*	4.2%	-0.2%	20%	-1.8%	-0.3%	2.5%	-0.5%	0.9%	-0.4%
